Assay outcomes deposited in PubChem BioAssay by several laboratories.
RPL19A TOR yeast: yeast TOR pathway RPL19A-GFP modulation. percent response vs DMSO, % at 10 µM. S. cerevisiae RPL19A-GFP strain, flow cytometry, 3 h; hits give low values. actives 0.3% (n = 330,000);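 active = percent response vs DMSO below 50%; inconclusive = fewer than 70 events counted for the yeast strain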;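 note: median channel GFP fluorescence of the barcoded RPL19A-GFP strain; ratio of sample median GFP to plate DMSO average so 100% = DMSO; lower means less RPL19A-GFP as with rapamycin TOR inhibition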
LAP4 TOR yeast: alters LAP4-GFP fluorescence in TOR pathway yeast screen. S. cerevisiae LAP4-GFP multiplex, flow cytometry GFP, 3 h; median GFP as percent of DMSO wells. GFP response vs DMSO, % at 10 µM. actives 0.34% (n = 320,000);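 active = GFP response vs DMSO above a set limit, about the screen mean plus 3 SD, cut at about 150% in these data; inconclusive = under 70 cell events counted for the yeast strain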
AHR activator: activators of human aryl hydrocarbon receptor. activation, % at 5 µM. AID 2796. actives 2.5% (n = 320,000). P35869. AHR-responsive luciferase reporter cells, luminescence; in the data active = activation above about 47%;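 note: 0% = vehicle wells and 100% = reference agonist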
MEP2-GFP yeast: modulators of TOR pathway MEP2-GFP in S. cerevisiae. S. cerevisiae MEP2-GFP strain, flow cytometry GFP, 3 h; 100% = DMSO control level. GFP response vs DMSO, % at 10 µM. actives 0.51% (n = 330,000);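 active = GFP response versus DMSO above a set limit, roughly screen mean plus 3 SD, cut at about 180% in these data; inconclusive = fewer than 70 cells counted for a yeast strain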;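 note: median GFP fluorescence of the barcode-gated MEP2-GFP cells per well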
procasp3 activ: activators of human procaspase-3 | P42574 | recombinant procaspase-3 D3A, Ac-DEVD-pNA absorbance 405 nm | activation, % at 8.5 µM | actives 0.11% (n = 330,000);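 active = activation above the mean of all tested compounds plus 3 SD, cut at about 21% in these data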;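 note: 0% = DMSO alone and 100% = DMSO wells spiked with extra 5 µM PC-3 D3A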
Target sequence (P42574 whole entry D9A/D28A/D175A): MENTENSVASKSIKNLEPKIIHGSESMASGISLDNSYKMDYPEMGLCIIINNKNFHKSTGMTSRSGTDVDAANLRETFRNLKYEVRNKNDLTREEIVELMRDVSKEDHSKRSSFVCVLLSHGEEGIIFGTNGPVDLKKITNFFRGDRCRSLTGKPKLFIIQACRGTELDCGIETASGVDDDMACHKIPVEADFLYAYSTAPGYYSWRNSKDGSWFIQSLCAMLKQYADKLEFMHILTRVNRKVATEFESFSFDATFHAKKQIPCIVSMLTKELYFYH
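Test system: Procaspase-3 D3A mutant; medium: Zinc-free HEPES/NaCl buffer with 0.01% Triton X-100 at pH 7.4; reagent: DEVD-pNA substrate; doses: one concentration, 8.5 µM nominal, 0.8% DMSO; times: 1 h preincubation plus 2 h reaction at 25 °C; signal: Epi-absorbance at 405 nm of released p-nitroaniline, 0 and 120 min; replicates: singlicate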
JMJD2C inh: inhibitors of human GASC-1 (JMJD2C) demethylase; actives 0.069% (n = 330,000); Q9H3R0; GST-JMJD2C(1-420) H3K9me3 demethylation, DELFIA europium; inhibition, % at 2.35 µM;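 active = more than half of a compound's replicate wells show inhibition beyond 50%, single wells judged on their own value; inconclusive = some, but no more than half, of replicates pass 50% inhibition; inactive = no replicate passes 50% inhibition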;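 note: signal counts dimethyl H3K9 product captured on neutravidin plate; 0% = median of DMSO wells and 100% = 0.3 times that DMSO median; strong numbers were not always called active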
Target sequence (Q9H3R0 1-420 limits assumed): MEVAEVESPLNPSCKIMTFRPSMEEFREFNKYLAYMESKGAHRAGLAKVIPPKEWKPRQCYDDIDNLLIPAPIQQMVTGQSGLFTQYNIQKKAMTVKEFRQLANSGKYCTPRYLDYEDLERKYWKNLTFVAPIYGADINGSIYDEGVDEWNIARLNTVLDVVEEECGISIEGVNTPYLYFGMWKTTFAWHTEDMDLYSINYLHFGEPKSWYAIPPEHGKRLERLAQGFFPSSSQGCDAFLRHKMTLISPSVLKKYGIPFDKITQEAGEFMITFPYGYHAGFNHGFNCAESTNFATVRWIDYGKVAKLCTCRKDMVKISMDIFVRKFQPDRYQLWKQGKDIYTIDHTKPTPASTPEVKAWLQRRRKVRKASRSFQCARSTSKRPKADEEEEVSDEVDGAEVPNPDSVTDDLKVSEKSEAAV
proCasp7 act: counter-screen for procaspase-3 activators: activators of human procaspase-7; actives 0.093% (n = 330,000); P55210; activation, % at 8.5 µM; recombinant procaspase-7, Ac-DEVD-pNA absorbance 405 nm; D23A/D198A/D206A triple mutant, cannot self-cleave; scale: DMSO 0, 5 µM enzyme 100;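 active = percent activation above the screen-wide mean plus 3 SD, cut at about 25% in these data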
Target sequence (P55210 whole entry D23A/D198A/D206A): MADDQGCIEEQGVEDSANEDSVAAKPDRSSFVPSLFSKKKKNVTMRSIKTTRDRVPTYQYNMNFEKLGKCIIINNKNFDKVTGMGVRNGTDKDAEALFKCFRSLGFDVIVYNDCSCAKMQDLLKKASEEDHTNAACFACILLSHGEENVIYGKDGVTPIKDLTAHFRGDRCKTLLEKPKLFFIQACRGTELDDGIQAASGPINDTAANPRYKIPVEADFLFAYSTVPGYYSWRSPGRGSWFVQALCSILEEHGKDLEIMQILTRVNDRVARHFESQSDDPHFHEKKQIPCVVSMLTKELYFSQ
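System: Uncleavable procaspase-7 mutant enzyme; Amount: 2 µM procaspase-7 mutant as dispensed; Schedule: 1 h compound preincubation, 2 h substrate cleavage, 25 °C; Measured by: 405 nm absorbance of p-nitroaniline; Evaluation: percent activation from buffer-corrected 0–120 min absorbance change; Control set: low DMSO alone, high DMSO plus 5 µM PC-7.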
CR mimetic SO: lowers age-related superoxide in aged yeast cells | AID 2690 | superoxide response (% of plate mean), % at 10 µM | S. cerevisiae aged cells, superoxide DHE fluorescence; hits give low values | actives 0.18% (n = 330,000);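 active = superoxide response under a set limit, about three screen SD below normal, cut at about 65% in these data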;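 note: yeast aged for seven days with compound at 30 °C before DHE staining; 100% = average MFI of all compound-treated wells on the plate with controls excluded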
Starred values were filed as active, the others as inactive; i = inactive; ? = inconclusive; · = not tested or not shown; [ ] = another dose, or the depositor's remark.

SMILES	RPL19A TOR yeast	LAP4 TOR yeast	AHR activator	MEP2-GFP yeast	procasp3 activ	JMJD2C inh	proCasp7 act	CR mimetic SO
CCOc1ccccc1NC(=O)NCc1ccccc1F	102	93	33	104	-2	-7	3	93
CN(C)S(=O)(=O)c1ccc(C(=O)NCC2(N3CCOCC3)CCCCC2)cc1	99	101	1	101	4	-5	3	86
CN(C(=O)c1ccncc1)c1nnc(-c2cccnc2)s1	100	98	2	98	4	2	-2	102
CN1C(=O)c2ccccc2Sc2ccc(NC(=O)N3CCCC3)cc21	97	97	10	99	3	3	7	96
O=C1NC2C(NC(=O)N2C2CCCCC2)N1C1CCCCC1 (centres undefined)	94	95	-1	101	0	5	14	90
C=CCNC(=O)C1CCN(S(=O)(=O)CC)CC1	101	94	1	103	0	-8	-4	85
CCOC(=O)C1=C(c2ccccc2)NC(SC)=C(C#N)C1c1ccco1 (centres undefined)	?	96[may fluoresce red and violet]	5	89[may fluoresce red and violet]	-7	3	-7	95
CCc1cc(=O)oc2cc(C)cc(OC(C)C(=O)NCc3ccncc3)c12 (centres undefined)	99	96	2	92	-7	1	2	83
O=C(c1ccc(NC2=NC3CS(=O)(=O)CC3S2)cc1)N1CCN(C(=O)c2ccco2)CC1 (centres undefined)	99	107	2	102	10	·	2	90
Oc1ccc(/C=C/c2cnccn2)cc1	102	·	2	106	8	-3	-1	94

An excerpt from above, limited to proCasp7 act, CR mimetic SO and LAP4 TOR yeast.
SMILES	proCasp7 act	CR mimetic SO	LAP4 TOR yeast
CCOc1ccccc1NC(=O)NCc1ccccc1F	3	93	93
O=C(c1ccc(NC2=NC3CS(=O)(=O)CC3S2)cc1)N1CCN(C(=O)c2ccco2)CC1 (centres undefined)	2	90	107
Oc1ccc(/C=C/c2cnccn2)cc1	-1	94	·
O=C1NC2C(NC(=O)N2C2CCCCC2)N1C1CCCCC1 (centres undefined)	14	90	95
CN1C(=O)c2ccccc2Sc2ccc(NC(=O)N3CCCC3)cc21	7	96	97
CN(C)S(=O)(=O)c1ccc(C(=O)NCC2(N3CCOCC3)CCCCC2)cc1	3	86	101
CCOC(=O)C1=C(c2ccccc2)NC(SC)=C(C#N)C1c1ccco1 (centres undefined)	-7	95	96[may fluoresce red and violet]

Additional results follow.
SMILES	RPL19A TOR yeast	LAP4 TOR yeast	AHR activator	MEP2-GFP yeast	procasp3 activ	JMJD2C inh	proCasp7 act	CR mimetic SO
Cc1cc(C(=O)CN2C(=O)c3ccccc3C2=O)c(C)n1C1CC1	99	98	1	99	1	-11	1	102
Cc1ccc(SCC(=O)OCC(=O)N(CC(C)C)c2c(N)n(Cc3ccccc3)c(=O)[nH]c2=O)cc1C	101	97	2	99	12	2	-3	105
CCc1cccc(NC(=O)C2CCCN(S(=O)(=O)c3ccc4[nH]c(=O)ccc4c3)C2)c1 (centres undefined)	99	96	7	100	8	2	10	100
COC(=O)c1c(SCC(=O)NC2CCCCC2)[nH]c2ccccc2c1=O	100	93	2	100	-2	-4	1	109
Cc1cc2cc(C)c(NCCNC(=O)c3ccccc3F)nc2cc1C	99	102	26	99	-9	-5	-1	92
CC(C)CCNC(=S)NC1CCCC1	102	84	0	100	5	-12	17	108
COc1ccc(NS(=O)(=O)c2cccc(C(=O)NNC(=O)c3cncc(Br)c3)c2)cc1	102	101	7	105	9	9	10	99
COc1cc(C2Nc3cc(Cl)c(S(N)(=O)=O)cc3S(=O)(=O)N2)cc(OC)c1OC (centres undefined)	93	78	1	91	3	-1	5	91
O=C(OCC#CCSc1nnc(-c2ccccc2)o1)c1ccco1	95	112	-1	83	6	1	-2	84
COc1ccc(CCNC(=O)C2CCN(C(=O)c3cccs3)CC2)cc1	97	106	2	99	9	i	3	107
Cc1ccc(-c2nc(N)nc(N)n2)c(C)c1	101	97	3	105	-1	5	7	107
CNS(=O)(=O)c1cccc(C(=O)OCC(=O)c2c(N)n(C)c(=O)n(C)c2=O)c1	101	105	1	104	4	2	-2	96
O=C(O)c1ccc(-n2cccc2/C=C2/SC(=O)N(CC(=O)N3CCCC3)C2=O)cc1	102	114	0	107	-10	8	-21	87
CC(=O)CC(=O)Nc1ccn(-c2ccccc2)n1	98	107	1	122	4	22	1	101
CCSc1nnc(NC(=O)c2ccc3nc[nH]c3c2)s1	106	129	1	115	4	-4	4	97
CCc1cccc2c(C(=O)Cn3nnc(-c4ccc(OC)c(OC)c4)n3)c[nH]c12	102	114	5	132	5	11	-16	113
CN(CC(=O)Nc1c(Cl)cccc1Cl)C(=O)Cc1ccc2c(c1)CCC2	92	99	1	96	-4	0	1	104
O=C(OCc1ccc(Br)cc1)c1cccnc1Cl	98	103	-2	104	0	7	5	93
COc1ccc(-c2noc(CNS(=O)(=O)c3ccccc3)n2)cc1	102	92	2	98	2	-2	6	101
CCOc1ccc2sc(NS(=O)(=O)c3ccc(OC)c(OC)c3)nc2c1	102	107	17	113	1	5	-4	119

Among those listed so far, these have fluorine:
SMILES	RPL19A TOR yeast	LAP4 TOR yeast	AHR activator	MEP2-GFP yeast	procasp3 activ	JMJD2C inh	proCasp7 act	CR mimetic SO
CCOc1ccccc1NC(=O)NCc1ccccc1F	102	93	33	104	-2	-7	3	93
Cc1cc2cc(C)c(NCCNC(=O)c3ccccc3F)nc2cc1C	99	102	26	99	-9	-5	-1	92

Carrying on:
SMILES	RPL19A TOR yeast	LAP4 TOR yeast	AHR activator	MEP2-GFP yeast	procasp3 activ	JMJD2C inh	proCasp7 act	CR mimetic SO
COc1ccc(-c2noc(N3CCC(C(=O)NCc4ccc(Cl)cc4)CC3)n2)cc1	101	108	-1	96	3	-9	1	102
COc1cc(C(=O)OCc2cc(=O)oc3c(C)c(C)ccc23)ccc1OC(F)F	103	99	1	101	10	9	-3	98
CCCCc1nnc(NC(=O)C2CC(=O)N(c3ccc4c(c3)OCCO4)C2)s1 (centres undefined)	101	98	-2	103	-7	-2	9	85
COc1ccc(CNC(=O)COC(=O)CCOc2ccc(C)cc2)cc1OC	104	99	0	97	9	2	6	87
COCCNC(=O)CC(NS(=O)(=O)c1ccc(NC(C)=O)cc1)C(C)C (centres undefined)	95	99	-2	93	2	-3	8	89
Cc1ccc(F)cc1NC(=O)c1ccc(OCC2CCCO2)cc1 (centres undefined)	90	92	-4	90	-5	-10	7	107
CCOC(=O)CSc1nc2ccsc2c(=O)n1C1CCN(C(=O)OCC)CC1	100	108	2	108	0	11	-3	112
N#C/C(=C\c1cccnc1)C(=O)Nc1ccc(S(N)(=O)=O)cc1	133	73	·	102	·	-5	·	102
COC(=O)[C@@H](NC(=O)Nc1cc(Cl)ccc1C)C(C)C	100	104	-4	108	2	0	4	89
COc1ccccc1-c1c(-c2ccc(OCC(=O)NN)cc2O)n[nH]c1C(F)(F)F	104	95	22	99	2	2	7	109
COC(=O)Cn1c(=NC(=O)c2ccc(OC)c(OC)c2)sc2cc(OC)ccc21	102	93	2	99	11	9	6	96
Cc1ccc2nc(SCC(=O)Nc3nnc(SCC(N)=O)s3)[nH]c2c1	88	93	26	76	8	0	7	97
N#Cc1ccccc1NC(=O)COC(=O)C1CCN(C(=O)c2ccc(Cl)cc2)CC1	100	104	25	101	-11	-4	-5	97
CCC(CC)c1nnc(NC(=O)CN2C(=O)NC3(CCCC3)C2=O)s1	105[may fluoresce green]	102[may fluoresce green]	-2	106[may fluoresce green]	1	-1	-1	114
O=C(CCSc1ccccc1)NCc1cccnc1	104	103	7	96	-5	12	-3	88
COc1cc2c(cc1NC(=O)COc1ccc3ccccc3c1)oc1ccccc12	102	97	17	92	-2	7	-9	106
CCOc1cc(/C=N/n2cnnc2)ccc1OCC(=O)Nc1ccccc1OC	96	94	2	95	-3	-29	1	90
CN(CCC1CCCCO1)C(=O)CCc1nnc(Cc2c[nH]c3ccccc23)o1 (centres undefined)	97	96	17	103	-4	13	1	109
CCCCNC(=O)/C(C#N)=C/c1ccc(F)cc1F	98	115	0	92	-1	8	3	89
CCOC(=O)N/N=C/c1ccc(F)cc1	102	105	1	105	1	3	2	84
CC(=O)c1cccc(CN2CCN(CC(C)C)C(CCO)C2)c1 (centres undefined)	101	96	1	101	-7	0	6	91
O=C(c1cccnc1NCc1ccc(F)cc1)N1CCOCC1	95	102	1	90	3	1	-16	82
CC1(C(=O)O)COC(c2ccc(Cl)cc2)OC1 (centres undefined)	106	96	-2	107	-2	4	9	94
O=C(O)C1CCN(S(=O)(=O)c2ccc(Oc3ccccc3)cc2)CC1	102	91	-1	95	8	3	1	101
O=C(CCNC(=O)C1CCN(S(=O)(=O)c2ccc(F)cc2)CC1)Nc1nccs1	103	101	0	102	11	-3	12	95
CCOc1ccccc1NC(=O)c1oc2ccccc2c1NC(=O)C1CC1	95	103	39	101	-2	7	14	99
CCN(CC(=O)Nc1ccccc1OC)C(=O)c1ccc(NC(=O)c2cccs2)cc1	100	96	4	100	6	6	-10	84
COc1cccc(OC)c1C(=O)Nc1cccc(C(C)=O)c1	103	98	10	106	6	5	8	183
O=C(O)c1cccc(Nc2c([N+](=O)[O-])c(=O)oc3ccccc23)c1	92	104	0	84	6	-2	-6	64*
Cc1ccc(C(=O)Nc2cnc3ccccn3c2=O)cc1	100	104	21	102	2	-20	1	108

Look-ups from the list:
CCOc1ccccc1NC(=O)c1oc2ccccc2c1NC(=O)C1CC1 in MEP2-GFP yeast shows 101
CC1(C(=O)O)COC(c2ccc(Cl)cc2)OC1 (centres undefined) in JMJD2C inh shows 4
O=C(CCNC(=O)C1CCN(S(=O)(=O)c2ccc(F)cc2)CC1)Nc1nccs1 in proCasp7 act shows 12

Going on with the list.
SMILES	RPL19A TOR yeast	LAP4 TOR yeast	AHR activator	MEP2-GFP yeast	procasp3 activ	JMJD2C inh	proCasp7 act	CR mimetic SO
O=C(CSc1nnnn1C1CCCCC1)Nc1ccc(F)cc1	96	97	11	106	0	21	-4	84
COc1cc(C2C(S(=O)(=O)c3ccccc3)CON2C)ccc1OCc1ccc(F)cc1 (centres undefined)	101	110	10	102	-3	-6	-14	100
Cc1ccc2[nH]c(=O)c(CNC(C)C)cc2c1	87	87	7	92	0	-7	4	142
COc1ccccc1N1CCN(C(=O)CN(CCc2ccccc2)S(C)(=O)=O)CC1	101	104	-4	120	5	6	8	101
COCCn1nnnc1C(c1cccs1)N1CCN(c2cc(C)ccc2C)CC1 (centres undefined)	91	96	1	99	5	10	-3	106
CCCn1c2c(c(=N)c3c1CCC3)CCCC2	103	109	-2	104	2	-2	14	99

Some of these compounds in order of their number in MEP2-GFP yeast, high to low:
molecule	MEP2-GFP yeast
COC(=O)[C@@H](NC(=O)Nc1cc(Cl)ccc1C)C(C)C	108
CCCn1c2c(c(=N)c3c1CCC3)CCCC2	104
CN(C(=O)c1ccncc1)c1nnc(-c2cccnc2)s1	98
